# High-throughput results from PubChem BioAssay.
# RmlCD inh 1536 – M. tuberculosis RmlC/RmlD coupled enzyme inhibitors, primary screen, biochemical, compound mixtures, 384-well, from 1536-well plates | 160,000 tested, 0.03% active | inhibition, % at 3.6 µM | RmlC+RmlD coupled enzyme assay, percent inhibition; primary screen in compound mixtures | AID 1533, 2009 | dTDP-4-dehydrorhamnose reductase (Mycobacterium tuberculosis (strain ATCC 25618 / H37Rv)) …; in the data active means inhibition mostly above about 34%, no sharp cut-off; further: some results filed as inactive read as strong as hits
# Target sequence (P9WH09 whole entry, looked up): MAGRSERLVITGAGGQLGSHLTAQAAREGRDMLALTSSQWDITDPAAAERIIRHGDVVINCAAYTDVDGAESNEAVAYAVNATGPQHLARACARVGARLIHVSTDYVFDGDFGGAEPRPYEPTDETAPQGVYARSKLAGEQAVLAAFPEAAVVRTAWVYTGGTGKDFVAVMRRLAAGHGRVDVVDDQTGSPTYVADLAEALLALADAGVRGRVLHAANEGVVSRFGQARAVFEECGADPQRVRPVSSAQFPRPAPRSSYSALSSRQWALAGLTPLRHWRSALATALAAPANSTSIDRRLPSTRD
# Target sequence (P9WH11 whole entry, looked up): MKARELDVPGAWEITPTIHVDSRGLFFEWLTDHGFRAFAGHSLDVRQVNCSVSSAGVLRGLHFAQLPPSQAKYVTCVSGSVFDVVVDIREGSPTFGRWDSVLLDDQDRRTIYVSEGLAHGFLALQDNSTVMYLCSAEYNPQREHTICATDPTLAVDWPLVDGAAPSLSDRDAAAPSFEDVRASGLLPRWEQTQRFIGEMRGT
# M. tuberculosis GlmU – inhibition of mycobacterial GlmU enzyme – biochemical, glucosamine-1-phosphate acetyltransferase (AID 1376) | Bifunctional protein GlmU (Mycobacterium tuberculosis (strain ATCC 25618 / H37Rv)) | M. tuberculosis GlmU acetyltransferase enzyme assay; higher % means a stronger effect | inhibition, %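 (tested at 30 µM in the primary screen)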; hits with a dose series show IC50 in µM | 220,000 tested, 0.25% active; in the data active means inhibition above about 13%;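 further: 0% = complete reaction with vehicle and 100% = reaction without substrate; strong numbers were not always called active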
# * marks the source's active call; other numbers are inactive results; . = no result given. A portion of the library. The share of hits here may be higher or lower than overall.
SMILES | M. tuberculosis GlmU | RmlCD inh 1536
CCCCNC(=O)c1ccc(CS(=O)(=O)c2cccc(C(F)(F)F)c2)o1 | -0.6% | -4
CCC(C)NC(=O)C1CC(c2cccc(OC)c2)=NO1 (stereo unspecified) | 0.7% | .
CC(=O)c1ccccc1NC(=O)COC(=O)/C=C/c1ccc(C)o1 | -2.6% | 2
CCC1CCCCN1CC(C)(C)NS(=O)(=O)c1ccccc1 (stereo unspecified) | 0.0% | -1
COC(=O)C1=C(C)OC(N)=C(C#N)C1C1CCCCC1 (stereo unspecified) | -3.2% | .
COc1ccc(NC(=O)C2CCCN2C(=O)NC2CCCCC2)cc1OC (stereo unspecified) | 2.1% | -9
CCc1c(C)[nH]n(-c2nc(-c3cccc([N+](=O)[O-])c3)cs2)c1=O | -2.1% | .
O=C(N/N=C/c1ccc2c(c1)OCO2)C(=O)N1CCCC1 | -0.9% | .
O=C(N/N=C/C=C/c1ccco1)c1cccnc1 | -4.6% | .
Cc1ccccc1OCCCC(=O)Nc1nncs1 | -0.5% | 19
Cc1csc(SCC(=O)Nc2ccc3c(c2)OCCO3)n1 | 3.5% | -1
CS(=O)(=O)N(Cc1ccco1)CC(O)Cn1cc(C=O)c2ccccc21 (stereo unspecified) | 1.4% | 4

SMILES | M. tuberculosis GlmU | RmlCD inh 1536
Cc1ccc(CNC(=O)C(C)C2Sc3ccccc3NC2=O)cc1 (stereo unspecified) | 3.9% | 6
CC1(C)CC(=O)C(N=Nc2cc(Cl)c(Cl)c(Cl)c2)=C(O)C1 | 2.2% | -1
CN1CCC(N2CCCC(C(=O)O)C2)CC1 (stereo unspecified) | 4.6% | 14
O=C(Nc1cccc(Cl)c1)c1ccc2c(c1)SC1=NS(=O)(=O)CCN12 | -3.4% | .
CC(=O)NS(=O)(=O)c1ccc(NC(=O)C2C3C=CC(C3)C2C(=O)O)cc1 (stereo unspecified) | 10% | -13
COc1ccc(C2CC(c3ccc4ccccc4c3)=NN2C(=O)CNC2CCCCC2)cc1 (stereo unspecified) | -2.4% | -6
Cn1c(=O)[nH]c(=O)c2c1nc(N1CCC(Cc3ccccc3)CC1)n2Cc1ccccc1 | 8.8% | 10
CSCCC(=O)N1C(C)CCCC1C(=O)O (stereo unspecified) | -3.1% | 3
COc1ccc(OCC(O)CNS(=O)(=O)c2ccc(C)cc2)cc1 (stereo unspecified) | 1.9% | 9
O=C(NCc1ccc(Cl)cc1)c1ccc(CNc2c(N3CCOCC3)c(=O)c2=O)cc1 | -0.3% | -5
S=c1[nH]nc(-c2ccc(Cl)cc2)n1-c1ccc2c(c1)OCCO2 | 7.8% | 6
CC(C)(C)c1cc(N)on1 | 3.3% | .

SMILES | M. tuberculosis GlmU | RmlCD inh 1536
Cc1ccc(S(=O)(=O)N(CC(=O)NC2CCCC2)c2cccc(C)c2)cc1 | -2.6% | .
CC(=O)c1cn(CCC(C)C)c(=O)[nH]c1=O | 7.5% | -6
CC(C)(C)c1ccc(/C=C/C(=O)Nc2ccncc2)cc1 | -0.9% | -7
O=C(Nc1cccc(F)c1)c1ccc(Cn2cc([N+](=O)[O-])cn2)o1 | -2.9% | -2
Cc1ccc(C(=O)C2=C(O)C(=O)N(CCCN(C)C)C23C(=O)N(C)c2ccccc23)o1 (stereo unspecified) | -2.7% | .
Cc1cccc(NC(=O)CSc2nc3c(c(=O)[nH]2)CCC3)c1C | 2.1% | 3
O=c1cc(N2CCC(Cc3ccccc3)CC2)[nH]c(=O)n1C1CCCCC1 | 0.5% | -5
O=C(/C=C/c1c(F)cccc1Cl)Nc1nn[nH]n1 | 2.1% | -6
CCOCCCNC(=O)C1CCCCN1S(=O)(=O)c1ccc(F)cc1 (stereo unspecified) | 7.8% | 12
COc1ccc2c(CC(=O)OCC(=O)c3ccccc3OC)coc2c1 | -4.1% | -1
CCOc1cc(N2CCOCC2)c(OCC)cc1NC(=O)CSc1nccc(C)n1 | -0.6% | 7
Cc1onc(-c2ccccc2Cl)c1C(=O)OCC(=O)c1ccc2c(c1)OCCO2 | 4.2% | 2

# The list goes on; it opens with the 7 that closed the last part.
SMILES | M. tuberculosis GlmU | RmlCD inh 1536
Cc1cccc(NC(=O)CSc2nc3c(c(=O)[nH]2)CCC3)c1C | 2.1% | 3
O=c1cc(N2CCC(Cc3ccccc3)CC2)[nH]c(=O)n1C1CCCCC1 | 0.5% | -5
O=C(/C=C/c1c(F)cccc1Cl)Nc1nn[nH]n1 | 2.1% | -6
CCOCCCNC(=O)C1CCCCN1S(=O)(=O)c1ccc(F)cc1 (stereo unspecified) | 7.8% | 12
COc1ccc2c(CC(=O)OCC(=O)c3ccccc3OC)coc2c1 | -4.1% | -1
CCOc1cc(N2CCOCC2)c(OCC)cc1NC(=O)CSc1nccc(C)n1 | -0.6% | 7
Cc1onc(-c2ccccc2Cl)c1C(=O)OCC(=O)c1ccc2c(c1)OCCO2 | 4.2% | 2
CNCCOCC(O)CSc1ccccc1 (stereo unspecified) | -1.9% | .
Cc1c(C(=O)/C=C/N(C)C)nnn1-c1ccc(Cl)c(Cl)c1 | 3.3% | -13
CCOC(=O)COc1nc(-c2ccco2)cc(-c2ccco2)c1C#N | -1.7% | 5
CC(C)CC1C(C#N)=C(N)Oc2n[nH]c(-c3cccs3)c21 (stereo unspecified) | 2.6% | 1
COc1cc(NC(=S)Nc2ncccc2C)cc(OC)c1OC | -0.3% | -9
CCSc1nc2c(cnn2-c2ccccc2)c(=O)n1N | 7.2% | 7
COc1ccc(Cn2nnnc2C(c2cc3ccc(OC)cc3[nH]c2=O)N2CCC(C)CC2)cc1 (stereo unspecified) | -2.5% | 9
COc1ccc(-c2ccc(SCC(=O)Nc3nnc(C)s3)nn2)cc1 | -3.1% | 2
Cc1cc(C(C)(C)C)ccc1OCCN1CCCC1 | -0.4% | 3
O=C(Nc1ccc(CN2CCOCC2)cc1)c1ccc(-c2cccc(Cl)c2)o1 | -2.5% | .
CCCCCC(=O)NCC(C)NC(=O)CCCCC (stereo unspecified) | -3.5% | 8
CN(c1ccccc1C(=O)O)S(C)(=O)=O | . | 10

SMILES | M. tuberculosis GlmU | RmlCD inh 1536
O=C1[C@H]2[C@H](ON3CCCC[C@H]23)C(=O)N1c1cccc(C(F)(F)F)c1 | -1.6% | 10
Cc1cc(C)n(-c2ccc(F)cc2CN2CCN(C3CCCC3)C(CCO)C2)n1 (stereo unspecified) | -1.1% | .
CCn1cc(C(=O)Nc2ccc(F)c(F)c2)cn1 | 2.5% | .
COC(=O)c1sc2ccccc2c1-n1cccc1C(=O)C(=O)Nc1ccc(F)cc1 | 1.1% | .
CCc1c(C)nc(SC(C(=O)O)c2ccccc2)c(C#N)c1C (stereo unspecified) | 3.1% | 6
N#Cc1nc(COc2ccccc2)oc1N1CCN(Cc2ccccc2)CC1 | -1.3% | 5
CCOCCCNC(=O)Cc1cc(=O)[nH]c(=O)[nH]1 | 5.0% | -7
Cc1ccc(C(=O)COC(=O)CCC(=O)Nc2cc(Cl)ccc2Cl)cc1[N+](=O)[O-] | 0.2% | 4
COc1cc(OC)c(C2=NOC(C(=O)Nc3c(C)n(C)n(-c4ccccc4)c3=O)C2)cc1Cl (stereo unspecified) | 2.2% | .
CCCCCOC(=O)c1cc(=O)[nH]c2ccccc12 | 0.1% | 30
COc1ccc(OC)c(/C=N/NC(=O)c2cnccn2)c1 | 1.9% | -8
Cc1ccc(-c2csc(Nc3ccc(S(N)(=O)=O)cc3)n2)o1 | 6.0% | -9

SMILES | M. tuberculosis GlmU | RmlCD inh 1536
N#CC(C#N)=C(N)Nc1cccc(Cl)c1 | -1.1% | 13
O=C(/C=C/c1ccccc1)NNC(=O)C1CC1 | -0.5% | -9
Cc1oc(-c2ccc(-c3ccccc3)cc2)nc1CN(C)C1CCOC1 (stereo unspecified) | -1.2% | 0
COCCCn1c(SCC(=O)NC(C)(C)C)nnc1-c1ccccc1 | . | 10
CCOc1ccc(NC(=O)CC2C(=O)N(C)C(=S)N2CCCc2ccccc2)cc1 (stereo unspecified) | -1.1% | .
Cc1cccc(C(=O)Oc2coc(CSc3nnc(NC(=O)C4CC4)s3)cc2=O)c1 | -6.5% | 10
CCCCNC(=O)c1onc(CSc2cccc3ccccc23)c1C(=O)O | 0.3% | .
Cc1ccc(Nc2nc(-c3cccnc3)nc3ccccc23)cc1 | -9.7% | .
O=C(O)CCC(=O)Nc1ccc(Br)cc1C(=O)c1ccccc1 | 7.2% | -8
COC(=O)Cc1ccc(NC(=O)c2ccccc2Br)cc1 | -4.7% | 6
O=C(NC(=S)Nc1ccc(CN2CCCCC2)cc1)c1cccc(OCc2ccccc2)c1 | -9.5% | .
O=S(=O)(NCc1ccncc1)c1ccccc1 | 2.8% | -10

# Entries of single compounds, quoted from the list:
# Entry for CCC(C)NC(=O)C1CC(c2cccc(OC)c2)=NO1 (stereo unspecified) = M. tuberculosis GlmU: 0.7%; RmlCD inh 1536: .
# Entry for CCOCCCNC(=O)Cc1cc(=O)[nH]c(=O)[nH]1 = M. tuberculosis GlmU: 5.0%; RmlCD inh 1536: -7

# Additional structures
SMILES | M. tuberculosis GlmU | RmlCD inh 1536
CCOC(=O)C1=C(C)N(c2ccc(OC)cc2)C(=O)/C1=C\c1cccs1 | -4.4% | 5
Cc1ccc2c(c1)[nH]c1c(=O)n(CCN3CCCCC3)cnc12 | -0.2% | 5
OC(c1ccc(Cl)cc1)C(O)c1nc2ccccc2[nH]1 (stereo unspecified) | 3.2% | -4
O=C1C2C3CCC(C3NCc3ccccc3)C2C(=O)N1Cc1ccccc1 (stereo unspecified) | 1.9% | .
Cc1ccc(S(=O)(=O)N2CCC(C(=O)N3CCC4(CC3)OCCO4)CC2)cc1 | -6.2% | .
CCCCN1C(N)=NC[C@@H]1Cc1ccccc1 | -2.0% | .
O=[N+]([O-])c1ccccc1-c1ccc(/C=N/n2cnnc2)o1 | 1.7% | -10
Cc1ccc(S(=O)(=O)N(C)c2nc3ccccc3[nH]c2=S)cc1 | -4.9% | -3
COC(=O)c1ccccc1S(=O)(=O)N(Cc1cc2ccc(OC)cc2[nH]c1=O)CC1CCCO1 (stereo unspecified) | 0.3% | -3
CC1CCN(C(=O)CSCc2ccc(Cl)cc2)CC1 | -3.8% | .
CN(C1CCCCC1)S(=O)(=O)c1ccc(-c2ccccn2)s1 | 0.6% | -2
CCOC(=O)C1(Cc2cccc(OC)c2)CCN(CC2CC=CCC2)CC1 (stereo unspecified) | 1.9% | 2

SMILES | M. tuberculosis GlmU | RmlCD inh 1536
Cc1cc(C)c(OCC(=O)Nc2nnn(C)n2)c(Br)c1 | 6.8% | .
COc1ccc(Cn2c(=O)[nH]c3cc(OC)c(OC)cc3c2=O)cc1 | -3.5% | 10
O=[N+]([O-])c1cnn2cc(Br)cnc12 | 2.4% | 1
COc1ccc2nc(NC(=O)CCn3cccc3)sc2c1 | 3.3% | .
CSc1nc2cc3c(cc2n1C(=O)c1ccc(C)cc1)OCCO3 | 0.6% | 7
CC(=O)OCc1cc(-c2nc3ccccc3[nH]c2=O)nn1-c1ccc(Cl)cc1 | -1.3% | -2
CCCS(=O)(=O)N1CCC(C(=O)NCCCN2CCCC2=O)CC1 | 0.3% | 7
COc1ccccc1CNC(=O)C(NS(=O)(=O)c1ccc2c(c1)oc(=O)n2C)C(C)C (stereo unspecified) | 3.0% | 21
C(#Cc1ccccc1)CN1CCCCC1 | 2.7% | -11
CC(Oc1ccc(Cl)cc1Cl)C(=O)NCc1ccncc1 (stereo unspecified) | -1.9% | -2
Cn1nc(-c2ccc3c(c2)OCCO3)c2ccccc2c1=O | 2.7% | 4
CCC(=O)N=c1sc2cc(F)cc(F)c2n1C | -0.6% | .

SMILES | M. tuberculosis GlmU | RmlCD inh 1536
CC(C)c1csc(CN2CCN(CCc3ccccc3)C(CCO)C2)n1 (stereo unspecified) | -7.9% | -9
Cc1cccc(NC(=O)Cn2c(=O)n3nc(CCn4nc(C)cc4C)nc3c3ccccc32)c1 | -1.6% | 5
O=c1[nH]c(NNC(=S)NC2CCCCC2)nc2c1C1(CCCC1)Cc1ccccc1-2 | -3.0% | .
COc1ccc(/C=C2\CCc3c2nc2ccccc2c3C(=O)O)cc1OC | -1.0% | .
COc1cc(OC)c(C2C(C(=O)Nc3ccc(C)cc3C)=C(C)Nc3ncnn32)cc1OC (stereo unspecified) | 5.2% | -15
CCn1c(=O)n(CC(=O)NCc2ccco2)c(=O)c2ccccc21 | 1.7% | 3
Cc1ccc(NC(=O)NNC(=O)c2ccccc2)cc1 | 0.6% | -1
CO/N=C/NC(=O)NOCc1ccc(Cl)cc1Cl | 4.0% | -10
Cc1ccccc1OCC(=O)Nc1ccccc1N1CCC(C)CC1 | 0.4% | .
Nc1c(C(=O)Nc2cccc(F)c2)nnn1-c1cccc(C(F)(F)F)c1 | 0.3% | 0
COc1ccc(C2CC(=O)c3cnc(NC(=O)c4ccccc4)nc3C2)c(OC)c1 (stereo unspecified) | 4.3% | .
COc1ccc2nc(N3C(=O)CC(Cc4ccc(Cl)cc4)C3=O)sc2c1 (stereo unspecified) | 1.1% | .

SMILES | M. tuberculosis GlmU | RmlCD inh 1536
Cc1cc2c(NC(=O)Nc3ccc(F)cc3)cccc2nn1 | -4.0% | 3
CN(C)C(=O)c1sccc1Oc1ccc(F)cc1[N+](=O)[O-] | 7.2% | 11
O=c1c2ccccc2cnn1-c1ccc(Cl)cc1 | -0.6% | 5
CC(=NCCC1=CCCCC1)c1c(O)n(C)c(=O)n(C)c1=O | 2.6% | .
COc1ccccc1CNc1nc(-c2cc(C)n(C)c2C)cs1 | -5.2% | -4
Cc1cccc(N=C2NC(=O)/C(=C/c3cccnc3)S2)c1C | 3.0% | 4
Cc1ccc(-c2nc(NC(=O)CSc3ccc4ccccc4n3)ns2)cc1 | 0.1% | .
